Screens: PubChem, National Center for Advancing Translational Sciences (NCATS)
Tb PFK inh – qHTS Assay to Find Inhibitors of T. brucei phosphofructokinase; 330,000 compounds, 0.17% hits; AID 485367, 2010; T. brucei PFK, ADP-Glo luminescence; Potency, µM (series often up to 57.5 µM), for inactives: at the highest dose activity, negative = inhibition, usual class: inhibitors;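 note: potency is the fitted concentration of half-maximal effect; 0% = uninhibited 1x PFK enzyme wells and -100% = no-enzyme wells; nearly all actives have a fitted effect of over 60% in size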
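ADP-Glo luminescence quantified ADP after 45 min at room temperature, with 1.25 nM T. brucei PFK, 0.1 mM ATP and 0.5 mM fructose-6-phosphate in pH 8.0 TEA buffer. qHTS titrations up to 57 µM; curves classified by quality.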
A-T KAP1 phos – qHTS Assay for Identifying a Potential Treatment of Ataxia-Telangiectasia | […] A-T fibroblasts, KAP-1 phosphorylation AlphaLISA; neocarzinostatin DNA damage 30 min before lysis | Potency, µM (titrated, usually from 57.5 µM), for the others: at the top dose activation, usual class: activators | 320,000 compounds, 0.19% hits | AID 485349, 2010; note: potency is the fitted concentration of half-maximal effect; % of control where 0% means no effect; nearly all actives have a fitted effect of over 45% in size
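hTERT-immortalized A-T patient fibroblasts ([…]), 500 cells/well in OPTI-MEM, 1% FBS, got compounds for 60 min, then NCS for 30 min at 37C. Lysates were then assayed for phospho-KAP-1 by AlphaLISA (anti-pKAP1 donor, anti-KAP1 acceptor beads), 6 hr at 25C.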
BCR signal inh – qHTS Assay to Find Inhibitors of Chronic Active B-Cell Receptor Signaling. Potency, µM (titrated, usually from 46.1 µM), without a hit: at the top dose ratio change, negative = lower green/red ratio, actives largely listed as inhibitors. ABC-DLBCL IkBa-CBG/CBR reporter, luminescence ratio, 4 h. 340,000 compounds, 0.05% hits; active = well fitted inhibition curve with a large enough effect in the signal ratio, with a control signal flat, not every such curve was filed as active; inconclusive = small, poorly fitted or top-dose-only effect, or effect the other way, or a change in a side signal; the % refers to the signal ratio;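 note: potency is the fitted concentration of half-maximal effect; plate controls were basal doxycycline-induced cells for no effect and cells given 10 µM MG132 for full effect; MG132 reads +100%, hits lower the ratio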
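Compounds up to 46 uM were incubated four hours with TMD8 cells whose green CBG68 luciferase is fused to IkappaBalpha; red CBR luminescence normalised the signal, and concentration-effect curves were fitted to fusion, red and ratio data.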
Coupling enz – qHTS Assay for Inhibitors of Fructose-1,6-bisphosphate Aldolase from Giardia Lamblia: Coupling assay counterscreen. coupling enzyme system counterscreen, AmpLite Red fluorescence. activity change, negative = inhibition, % at 58.2 µM, hits read low. 290,000 compounds, 0.67% hits. AID 2472, 2010; in the data active = activity change below about -30%; note: % is set by controls: 0 for no effect and ±100 for the full control effect
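Counterscreen lacking aldolase: glyceraldehyde-3-phosphate coupling-enzyme reagent preincubated 10 min at RT with compound (at 57.5 uM final), then substrate/coupling system with AmpLite Red added; fluorescence read at 525/598 nm after 20 min RT.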
TCR activator – Activators of T cell receptors: qHTS campaign; primary human leukocytes, anti-CD3, IL-2 HTRF, 48 h; Potency, µM (series often up to 9.22 µM), inactives show top-dose activation of IL-2 secretion, most hits filed as activators; 330,000 tested, under 10 active; AID 504894, 2011; note: % of control where 0% means no effect
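IL-2 produced over 48 hr by a-CD3 bead-stimulated primary human leukocytes exposed to compounds was detected with a homogeneous time-resolved FRET immunoassay, 665nm acceptor signal after 320nm excitation.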
GALK inh – qHTS Assay for Inhibitors of Human Galactokinase (GALK) | P51570 | Purified GALK, Kinase-Glo residual ATP luminescence | Potency, µM (top dose mostly 57.5 µM), for the others: at the highest dose activity change, negative = inhibition, most hits filed as inhibitors | 270,000 compounds, 0.007% hits; note: potency is the fitted concentration of half-maximal effect; % is set by controls: 0 for no effect and ±100 for the full control effect
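Human GALK (5 nM) with 35 uM ATP and 100 uM galactose in 20 mM HEPES pH 8.0, 5 mM MgCl2, 60 mM NaCl, 1 mM DTT, 0.01% BSA. After 1 h at room temperature, leftover ATP was read by Kinase-Glo Plus luminescence.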
Giardia killer – Small Molecules that selectively kill Giardia lamblia: qHTS | Giardia lamblia trophozoite viability | activity change, % at 7.66 µM, hits read low | 340,000 compounds, 0.15% hits | AID 540267, 2011; in the data active = activity change below about -80%; inconclusive = between about -30% and that limit;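 note: parasites exposed to compound for two days anaerobically before the ATP read; % is set by controls: 0 for no effect and ±100 for the full control effect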
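Luminescent ATP signal served as the viability read-out, measured 15-30 min after adding ATP detection reagent to trophozoites that had been incubated with compounds for 48 hrs at 37 deg C anaerobically at 100 cells/well.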
MLL CXXC-DNA inh – qHTS Fluorescence Polarization Assay for Inhibitors of MLL CXXC domain - DNA interaction | Histone-lysine N-methyltransferase 2A (Homo sapiens), Q03164 | MLL-CXXC / FITC-HOXA9 DNA fluorescence polarization | Potency, µM (highest dose often 115 µM), inactives show at the highest dose activity change, negative = inhibition, usual class: inhibitors | 290,000 compounds, 0.037% hits | AID 2662, 2010; active = well fitted inhibition curve with a large enough effect in the polarisation, with a control signal flat, not every such curve was filed as active; inconclusive = small, poorly fitted or top-dose-only effect, or effect the other way, or a change in a side signal; inactive = no such curve, though single readings can be large or run the other way; the % refers to the polarisation; note: potency is the fitted concentration of half-maximal effect
Target sequence (Q03164 whole entry, looked up, the tested form may be a part): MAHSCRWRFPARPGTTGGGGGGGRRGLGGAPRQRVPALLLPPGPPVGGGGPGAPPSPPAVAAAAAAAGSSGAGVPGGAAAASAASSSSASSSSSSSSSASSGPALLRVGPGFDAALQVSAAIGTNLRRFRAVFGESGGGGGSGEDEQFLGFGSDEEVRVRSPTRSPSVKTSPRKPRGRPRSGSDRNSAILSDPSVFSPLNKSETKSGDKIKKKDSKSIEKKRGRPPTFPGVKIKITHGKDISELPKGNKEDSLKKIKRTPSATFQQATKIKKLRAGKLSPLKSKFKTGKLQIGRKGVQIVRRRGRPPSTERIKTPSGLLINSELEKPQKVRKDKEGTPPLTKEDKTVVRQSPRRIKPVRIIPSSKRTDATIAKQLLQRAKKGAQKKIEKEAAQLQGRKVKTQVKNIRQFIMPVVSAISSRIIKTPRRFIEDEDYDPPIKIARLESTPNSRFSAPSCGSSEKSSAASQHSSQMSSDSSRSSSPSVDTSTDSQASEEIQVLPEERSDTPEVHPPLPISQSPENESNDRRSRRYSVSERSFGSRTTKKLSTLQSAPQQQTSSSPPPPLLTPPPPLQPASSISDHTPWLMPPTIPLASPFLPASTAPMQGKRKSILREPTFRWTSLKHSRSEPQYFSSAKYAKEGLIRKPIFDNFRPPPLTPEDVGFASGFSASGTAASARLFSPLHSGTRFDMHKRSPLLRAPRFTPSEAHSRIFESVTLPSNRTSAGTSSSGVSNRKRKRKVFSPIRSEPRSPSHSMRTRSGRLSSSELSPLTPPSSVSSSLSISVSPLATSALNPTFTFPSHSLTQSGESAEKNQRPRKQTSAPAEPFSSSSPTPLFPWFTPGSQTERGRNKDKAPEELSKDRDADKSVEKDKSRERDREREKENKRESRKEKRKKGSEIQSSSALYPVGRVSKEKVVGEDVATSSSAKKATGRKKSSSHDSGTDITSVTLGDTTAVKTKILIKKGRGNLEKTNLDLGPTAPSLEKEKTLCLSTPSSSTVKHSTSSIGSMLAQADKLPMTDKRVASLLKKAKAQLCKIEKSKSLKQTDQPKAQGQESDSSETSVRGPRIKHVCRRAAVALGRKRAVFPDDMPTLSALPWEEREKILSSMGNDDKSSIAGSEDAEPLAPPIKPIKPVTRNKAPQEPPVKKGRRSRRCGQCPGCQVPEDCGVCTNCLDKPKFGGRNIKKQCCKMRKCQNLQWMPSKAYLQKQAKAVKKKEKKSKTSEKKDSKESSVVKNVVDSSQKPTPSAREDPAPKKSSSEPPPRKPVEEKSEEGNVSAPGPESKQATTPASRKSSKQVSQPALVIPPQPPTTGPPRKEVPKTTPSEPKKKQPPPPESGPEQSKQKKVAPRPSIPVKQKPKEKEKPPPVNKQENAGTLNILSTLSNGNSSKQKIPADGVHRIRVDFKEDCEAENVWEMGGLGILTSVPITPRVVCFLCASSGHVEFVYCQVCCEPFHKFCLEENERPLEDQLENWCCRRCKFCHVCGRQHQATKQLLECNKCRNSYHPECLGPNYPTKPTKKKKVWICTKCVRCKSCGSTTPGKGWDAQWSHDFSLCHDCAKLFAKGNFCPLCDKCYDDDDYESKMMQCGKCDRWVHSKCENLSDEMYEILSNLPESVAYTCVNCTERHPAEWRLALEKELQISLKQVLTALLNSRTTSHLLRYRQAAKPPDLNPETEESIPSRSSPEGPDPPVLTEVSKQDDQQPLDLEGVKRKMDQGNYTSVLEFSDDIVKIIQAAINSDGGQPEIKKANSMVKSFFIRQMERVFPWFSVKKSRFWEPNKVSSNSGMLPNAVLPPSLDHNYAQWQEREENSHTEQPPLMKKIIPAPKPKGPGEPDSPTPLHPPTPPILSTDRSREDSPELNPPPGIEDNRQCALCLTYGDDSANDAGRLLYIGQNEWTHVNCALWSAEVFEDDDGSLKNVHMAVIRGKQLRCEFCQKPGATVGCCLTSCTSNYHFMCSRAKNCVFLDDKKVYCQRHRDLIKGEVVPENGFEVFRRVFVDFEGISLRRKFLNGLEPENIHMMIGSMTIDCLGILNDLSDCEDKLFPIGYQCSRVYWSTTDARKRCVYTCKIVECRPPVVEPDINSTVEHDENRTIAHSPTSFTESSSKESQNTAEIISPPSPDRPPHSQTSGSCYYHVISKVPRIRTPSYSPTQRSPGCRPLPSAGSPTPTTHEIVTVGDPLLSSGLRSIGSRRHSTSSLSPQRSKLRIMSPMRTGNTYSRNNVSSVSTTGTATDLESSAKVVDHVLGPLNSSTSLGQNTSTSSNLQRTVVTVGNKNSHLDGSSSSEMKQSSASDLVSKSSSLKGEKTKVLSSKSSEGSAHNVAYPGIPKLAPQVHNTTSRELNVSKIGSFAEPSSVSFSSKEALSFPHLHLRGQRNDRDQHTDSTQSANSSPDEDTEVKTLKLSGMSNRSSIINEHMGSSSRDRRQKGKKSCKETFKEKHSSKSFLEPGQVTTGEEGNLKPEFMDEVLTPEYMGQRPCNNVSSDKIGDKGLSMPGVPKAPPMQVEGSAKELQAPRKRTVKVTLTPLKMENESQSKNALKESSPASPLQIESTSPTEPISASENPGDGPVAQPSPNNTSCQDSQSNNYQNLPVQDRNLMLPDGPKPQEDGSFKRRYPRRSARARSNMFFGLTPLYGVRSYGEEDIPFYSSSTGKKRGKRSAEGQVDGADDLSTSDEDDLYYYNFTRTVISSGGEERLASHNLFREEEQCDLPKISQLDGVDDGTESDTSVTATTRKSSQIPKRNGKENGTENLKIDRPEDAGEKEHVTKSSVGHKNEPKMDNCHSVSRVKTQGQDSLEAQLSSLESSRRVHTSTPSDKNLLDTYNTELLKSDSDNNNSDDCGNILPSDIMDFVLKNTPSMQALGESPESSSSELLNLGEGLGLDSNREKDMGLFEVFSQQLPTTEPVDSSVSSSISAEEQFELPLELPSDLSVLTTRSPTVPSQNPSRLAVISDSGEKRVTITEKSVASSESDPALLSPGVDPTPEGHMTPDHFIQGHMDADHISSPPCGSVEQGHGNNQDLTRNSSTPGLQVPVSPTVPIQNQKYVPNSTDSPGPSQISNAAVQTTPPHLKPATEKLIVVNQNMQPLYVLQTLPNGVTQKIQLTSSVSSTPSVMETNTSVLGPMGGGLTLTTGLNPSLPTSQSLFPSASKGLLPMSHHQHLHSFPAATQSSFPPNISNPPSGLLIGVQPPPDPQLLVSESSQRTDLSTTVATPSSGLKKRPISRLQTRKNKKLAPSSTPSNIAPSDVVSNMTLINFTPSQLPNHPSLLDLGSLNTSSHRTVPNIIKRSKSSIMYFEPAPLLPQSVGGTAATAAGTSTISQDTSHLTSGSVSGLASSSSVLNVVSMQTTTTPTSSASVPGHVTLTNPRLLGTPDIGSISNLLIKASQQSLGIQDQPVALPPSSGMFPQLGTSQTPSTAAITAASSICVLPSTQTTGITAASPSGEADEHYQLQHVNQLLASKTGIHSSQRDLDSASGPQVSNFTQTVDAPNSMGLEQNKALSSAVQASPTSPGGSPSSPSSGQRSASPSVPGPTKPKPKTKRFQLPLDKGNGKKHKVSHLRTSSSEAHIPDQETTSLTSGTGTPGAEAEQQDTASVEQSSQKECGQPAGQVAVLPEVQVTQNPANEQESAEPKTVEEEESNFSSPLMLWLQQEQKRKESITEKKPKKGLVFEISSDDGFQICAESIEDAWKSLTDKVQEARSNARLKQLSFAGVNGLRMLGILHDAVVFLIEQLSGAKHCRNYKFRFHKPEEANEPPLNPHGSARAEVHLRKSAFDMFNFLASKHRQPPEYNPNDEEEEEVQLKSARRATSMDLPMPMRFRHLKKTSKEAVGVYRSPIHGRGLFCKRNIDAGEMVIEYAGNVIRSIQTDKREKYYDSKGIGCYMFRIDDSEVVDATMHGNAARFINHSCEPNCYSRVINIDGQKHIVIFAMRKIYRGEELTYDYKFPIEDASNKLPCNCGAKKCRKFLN
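Steps: dispense CXXC domain solution (7 uM) → pin compounds or unlabeled HOX-A9 DNA control → 5 min ambient → add FLSN-HOX-A9 solution (50 nM) → spin → 30 min ambient → fluorescence polarization. Tris pH 7.5/NaCl/DTT/BSA buffer.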
TSHR antag – Antagonists of the Thyroid Stimulating Hormone Receptor: HTS campaign | Thyrotropin receptor (Homo sapiens), P16473 | TSHR-expressing cells, TSH-stimulated cAMP HTRF, 2 h; stronger effect = lower value | activity change, negative = inhibition, % at 11.5 µM | 330,000 compounds, 0.2% hits | AID 504810, 2011;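 active = activity change below a set negative limit, meaning inhibition stronger than a set level, cut at about -70% in these data; inconclusive = activity change between two set negative limits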; note: % is set by controls: 0 for no effect and ±100 for the full control effect
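Read-out is FRET at 665 nm (cryptate excitation 337 nm) from a cryptate-tagged anti-cAMP antibody, competed by cell cAMP against cAMP-d2. Compounds are tested on freshly harvested TSHR cells challenged with 4nM TSH (EC80) for 2 hours at 37 deg C.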
KCNH2 WT inh – qHTS for Inhibitors of KCHN2 3.1: Wildtype qHTS; Voltage-gated inwardly rectifying potassium channel KCNH2 (Homo sapiens), Q12809; U2OS, BacMam KCNH2, thallium flux FluxOr; stronger effect = lower value; activity change, % at 1.84 µM; 340,000 compounds, 0.37% hits;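 active = maximum activity change below -70%; inconclusive = maximum activity change between -70% and -50%; inactive = maximum activity change above -50%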; note: % is set by controls: 0 for no effect and ±100 for the full control effect
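U2OS cells were transduced with wild-type KCNH2 virus (2.03 x 10^8 / mL) for 4 h at room temperature, then cultured overnight at 37 C. Thallium flux was read with FluxOr dye. Rate constants were normalized to DMSO controls.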
* marks the source's active call; other numbers are inactive results; ? = inconclusive; nt = no result given; [ ] = another dose, or the depositor's remark. Unless noted, calls come from the whole dose curve; as a rule, active = well fitted curve in the direction sought with a large enough effect; inconclusive = small, poorly fitted or top-dose-only effect, or another doubt; inactive = no such curve, though single readings can be large; an effect the other way counts as inactive or inconclusive.

SMILES	Tb PFK inh	A-T KAP1 phos	BCR signal inh	Coupling enz	TCR activator	GALK inh	Giardia killer	MLL CXXC-DNA inh	TSHR antag	KCNH2 WT inh
O=C(c1ccc2nc(-c3ccccc3)c(-c3ccccc3)nc2c1)N1CCCCC1	0%	8%	2%	6	-2%	-3%	-4	-1%	-12	-2
COc1ccc(NC(=O)COC(=O)c2ccc3c(c2)OCO3)c(OC)c1	2%	3%	5%	nt	-10%[46.1 µM]	nt	35[activator]	nt	-11	0
O=C(O)CCC(=O)Nc1ccc(C(=O)OCC(=O)c2ccc(Cl)cc2Cl)cc1	-2%	2%	?	9	8%	-17%	10	-3%	-11	-3
COc1cccc(NS(=O)(=O)c2ccc3[nH]cc(C(=O)N(C)Cc4ccco4)c(=O)c3c2)c1	-8%	0%	3%	2	-6%	1%	0	10%	-2	0
NC(=O)c1ccccc1NCC(=O)c1ccc(Cl)cc1	0%	-9%	?	1	6%	-2%	-7	-13%	14	4
CCOC(=O)Cn1ccc(NC(=O)c2ccc(F)cc2)n1	0%	1%	-7%	0	-6%	0%	12	16%	-14	11
CC1CCN(S(=O)(=O)N2CCC(C(=O)NCc3cccs3)CC2)CC1	-1%	19%	7%	1	5%	3%	8	-14%	24	-6
Cc1ccc(OC(=O)COc2ccccc2C)c(-n2nc3ccccc3n2)c1	4%	20%	?	-4	1%[46.1 µM]	0%	-3	1%	-23	-5
Cc1ccc(C(=O)NCCc2nnc3ccc(SCC(=O)Nc4ccccc4C)nn23)cc1	-3%	0%	5%	3	-3%[46.1 µM]	0%	4	7%	7	1
Cc1ccc(NC(=O)CO/N=C(\N)c2ccccc2)cc1C	-2%	3%	2%	nt	0%[46.1 µM]	nt	-14	nt	-11	4
CSc1nnc(-c2ccccc2SC)o1	-4%	3%	2%	0	-3%	-3%	24	6%	3	-4
Nc1nc(-c2ccccc2)cs1	-4%	0%	?	-1	nt	0%	4	22%	4	-29
OCCC1CN(Cc2cccn2-c2ncccn2)CCN1Cc1ccc(F)cc1 (configuration not stated)	-3%	-11%	10%	1	-7%	3%	7	1%	1	14
CC(C)CN(C(=O)COC(=O)c1ccc(Br)o1)c1c(N)n(Cc2ccccc2)c(=O)[nH]c1=O	-8%	10%	-17%	nt	-88%	nt	7	nt	6	-16
CCOc1ccccc1C(=O)Nc1cc(=O)n(C)c(=O)n1C	-2%	1%	-7%	4	1%	nt	-4	-10%	10	2
COc1ccc(NC(=O)Nc2ccc(N3CCCC3=O)cc2)cc1OC	-5%	0%	2%	-3	2%	-4%	5	0%	-18	-9
O=C(CN1CCOc2ccccc21)NC1CCN(Cc2ccccc2)CC1	-1%	2%	0%	4	-12%	3%	0	9%	-2	42
C[C@@H](NC(=O)c1nc[nH]c1C(=O)NCc1ccc(CNC(=O)OC(C)(C)C)cc1)c1ccccc1	9%	3%	-1%	nt	1%	nt	-20	nt	-18	nt
Cc1c(C)c2cccnc2c2ncccc12	0%	7%	4%	nt	6%	nt	9	nt	nt	3
CC1CN(C(=S)Nc2ccccc2)CC(C)O1 (configuration not stated)	1%	11%	1%	0	-1%	0%	20	-14%	-3	1
COC(=O)c1ccc(-c2nn(C)c(=O)c3ccccc23)cc1	0%	14%	0%	7	-8%	-1%	-9	2%	-6	-3
CN(C)c1cnn(-c2ccccc2)c(=O)c1Cl	-2%	-11%	0%	4	4%	nt	-15	-1%	10	1
CC(C)(C)C(=O)/C=c1\[nH]c(=O)/c(=C\c2ccc(C#N)cc2)s1	4%	-5%	?	3	-2%	1%	-6	5%	-16	2
Nc1c(NCCc2ccccc2)c2ccccc2oc1=O	-1%	-5%	1%	1	-5%	12%	1	-4%	1	1
COc1ccc(OCC(=O)N2CCCC(CO)(CCOc3ccccc3)C2)cc1 (configuration not stated)	1%	3%	0%	nt	-2%	4%	24	-9%	-2	4

More entries.
SMILES	Tb PFK inh	A-T KAP1 phos	BCR signal inh	Coupling enz	TCR activator	GALK inh	Giardia killer	MLL CXXC-DNA inh	TSHR antag	KCNH2 WT inh
CC(=O)N1CCC(N(CCN2CCOCC2)C(=S)Nc2cc(C)cc(C)c2)CC1	-6%	4%	2%	1	-3%	-3%	-13	17%	2	4
C=CCOC(=O)C1C(=O)CC(C)(O)C(C(=O)OCC=C)C1c1ccc(OC)cc1 (configuration not stated)	0%	-3%	12%	2	-2%	2%	-11	-7%	3	-11
O=S(=O)(NCCCN1CCOCC1)c1ccc2c(c1)OCCO2	3%	-4%	0%	1	3%	2%	3	3%	3	-3
Cc1ccc2nc(-c3ccc(NC(=O)C(C)N4C(=O)c5ccccc5C4=O)cc3)sc2c1 (configuration not stated)	6%	3%	13%	3	-5%[46.1 µM]	0%	-8	14%	-22	-7
O=C(CCn1c(=O)oc2ccccc21)NCc1ccco1	2%	-8%	1%	1	12%	nt	-8	nt	7	-4
CC(Oc1ccc(Cl)cc1)c1ccnn1S(=O)(=O)c1ccc(Cl)cc1 (configuration not stated)	-15%	7%	20%	1	1%	0%	6	0%	-14	2
COCCN(Cc1ccccc1)C(=O)C1CCN(S(=O)(=O)c2ccc(OC)c(OC)c2)CC1	1%	1%	4%	nt	3%	nt	14	nt	0	-5
COc1ccc(-c2c(C#N)c(N)n(N)c(=O)c2C#N)cc1Cl	-9%	2%	0%	-1	3%	2%	-9	0%	-1	-4
COc1ccc(C2(CNC(=O)c3ccccc3)CCOCC2)cc1	3%	7%	-2%	-2	-4%	-2%	5	1%	-19	9
O=C1CCCCCC1C1(O)C(=O)Nc2ccc(Br)cc21 (configuration not stated)	-1%	1%	-10%	nt	nt	-1%	3	1%	2	-5
Cc1ccccc1-c1nc(CN2CCCC2c2ccc(F)cc2)c(C)o1 (configuration not stated)	-7%	7%	-11%	1	8%	3%	-25	24%	-6	14
CCOc1cccc(CNCCO)c1OCc1ccc(Cl)cc1Cl	4%	-2%	?	0	-2%[46.1 µM]	-4%	4	40%[activator]	13	6
Cc1nc(N2N=C(c3ccc(Cl)cc3)CC2c2ccco2)sc1C(=O)N(C)C (configuration not stated)	-8%	32µM*	?	0	2%	10%	-9	11%	-1	6
COCCSc1nnc(NC(=O)c2ccc3c(c2)OCO3)s1	4%	-5%	9%	-11	-1%	7%	-13	-26%	2	0
O=C(O)c1ccc(/C=N/NC(=O)c2ccc3c(c2)OCCO3)cc1	14%	-12%	?	nt	12%	-1%	-22	-2%	-22	-6
NC(=O)c1cc(-c2ccccc2)nc(N2CCOCC2)n1	-11%	-3%	?	2	-3%	-2%	-17	9%	-2	-9
COc1cc(-c2cc(-c3ccc(F)cc3)nc(N)c2C#N)ccc1O	-4%	1%	?	-2	0%	12%	2	4%	-8	4
Cc1ccc(C(N)=S)c(C)c1	-8%	7%	-1%	1	-11%	1%	4	5%	-10	-13
C#CCSc1nnc(-c2sc3ccccc3c2Cl)o1	0%	-7%	?	0	-1%	-3%	11	5%	-10	3
CN(C)CC1CCCCC1OC(=O)c1ccc(S(=O)(=O)N(C)c2ccccc2)cc1 (configuration not stated)	1%	3%	?	-1	-2%	0%	10	5%	2	4
CCS(=O)(=O)Nc1ccc(C2=NN(S(=O)(=O)c3ccc(F)cc3)C(c3ccco3)C2)cc1 (configuration not stated)	4%	-2%	16%	0	nt	1%	5	4%	-8	12
COC(=O)c1c(C)[nH]c(C(=O)C(C)OC(=O)C2CC(=O)N(c3ccc(C)cc3)C2)c1C (configuration not stated)	-9%	-24%	?	nt	-4%	nt	6	nt	-23	-3
O=C(CN1CCCC1)Nc1ccc(F)c(Cl)c1	-20%	5%	4%	-4	1%	3%	-7	-4%	-4	6
COCCNC(=S)N1CCN(c2nc(-c3cccc(OC)c3)cs2)CC1	3%	1%	-10%	-1	-6%	-3%	0	-4%	-12	1
CCCCNC(=O)Nc1ccccc1C(=O)NCc1ccco1	2%	4%	?	4	3%	0%	5	-5%	-5	-12
COc1ccccc1C1c2ccc3ccccc3c2Oc2ncn(CCCO)c(=N)c21 (configuration not stated)	-7%	13%	?	9	-1%	nt	-20	2%	7	2
CCC(C)C(NC(N)=O)C(=O)Nc1ccc(OCc2ccccc2)cc1 (configuration not stated)	-3%	-1%	?	0	-5%	-2%	15	-10%	-9	5
